Source: PubChem
TDP1 cell CPT: DT40-hTDP1 cell growth loss with CPT. chicken DT40 Tdp1-/-;hTDP1 cells + 20 nM CPT, ATP luminescence, 48 h. Potency, µM (doses to about 46.2 µM), inactives show at the top dose activity change, negative = growth inhibition, usual class: inhibitors. 12% of 420,000 active; further: nearly all actives have a fitted effect of over 55% in size
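Chicken DT40 Tdp1-/- cells complemented with human TDP1, 400 cells/well, exposed to compounds plus 20 nM camptothecin for at least 48 h at 37 C; viability read as ATP content by CellTiter-Glo luminescence.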
TDP1 inh: inhibitors of human tyrosyl-DNA phosphodiesterase TDP1. Potency, µM (series often up to 130 µM), inactives show top-dose activity change, negative = inhibition, actives largely listed as inhibitors. Q9NUW8. recombinant TDP1, AlphaScreen DNA substrate cleavage. 0.28% of 350,000 active; further: nearly all actives have a fitted effect of over 40% in size
Target sequence (Q9NUW8 whole entry, looked up): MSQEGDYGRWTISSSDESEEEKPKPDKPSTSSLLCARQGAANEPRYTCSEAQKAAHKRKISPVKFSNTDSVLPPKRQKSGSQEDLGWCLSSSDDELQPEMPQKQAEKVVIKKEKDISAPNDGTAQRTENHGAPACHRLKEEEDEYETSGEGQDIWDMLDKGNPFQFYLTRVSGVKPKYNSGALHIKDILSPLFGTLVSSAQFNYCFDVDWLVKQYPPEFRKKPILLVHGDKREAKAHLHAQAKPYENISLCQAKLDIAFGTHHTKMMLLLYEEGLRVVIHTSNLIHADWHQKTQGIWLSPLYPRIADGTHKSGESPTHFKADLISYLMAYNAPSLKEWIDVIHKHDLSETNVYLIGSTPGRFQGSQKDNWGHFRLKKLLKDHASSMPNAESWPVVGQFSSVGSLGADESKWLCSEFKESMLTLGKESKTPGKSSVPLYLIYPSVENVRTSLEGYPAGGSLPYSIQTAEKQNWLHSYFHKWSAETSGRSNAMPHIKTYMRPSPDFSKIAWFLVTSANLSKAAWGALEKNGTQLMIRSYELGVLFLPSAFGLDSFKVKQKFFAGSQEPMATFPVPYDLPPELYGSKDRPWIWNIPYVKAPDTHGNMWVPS
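Recombinant human Tdp1 (E. coli-expressed, 1 nM final) preincubated with compounds 15 min at room temperature, then 5'-biotin/3'-phosphotyrosine-FITC DNA substrate (15 nM final) added for 5 min. AlphaScreen beads (10 ug/ml final) added 10 min; cleavage lowers signal.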
DT40 TDP1 no CPT: qHTS for Inhibitors of human tyrosyl-DNA phosphodiesterase 1 (TDP1): qHTS in cells in absence of CPT; DT40 Tdp1-/- hTDP1 cells, no CPT, ATP luminescence, 48 h; Potency, µM (top dose mostly 46.2 µM), inactives show at the highest dose activity change, negative = growth inhibition, hits mostly inhibitors; 15% of 420,000 active; AID 686978, 2013; further: nearly all actives have a fitted effect of over 55% in size
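DT40 Tdp1-/-;hTDP1 cells, no CPT (DMSO vehicle only), 400 cells/well; compounds pin-transferred; ≥48 hr, 37 °C; CellTiter-Glo 30 min RT dark, luminescence read.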
Numbers without * were called inactive; ! = a repeat was not active. The call rests on the fitted dose curve; in most records, active means well fitted curve in the direction sought with a large enough effect; inconclusive means small, poorly fitted or top-dose-only effect, or another doubt; inactive means no such curve, though single readings can be large; an effect the other way counts as inactive or inconclusive. On the % scale 0 is the no-effect control and ±100 the full control effect; potency means the concentration at half of the fitted maximal effect.

`O=C(Nc1ccccc1)[C@@H]1CC=C[C@@H]2CCN(Cc3ccc(Cl)c(Cl)c3)C(=O)[C@@H]21` gave TDP1 cell CPT inconclusive and DT40 TDP1 no CPT 18.4µM*.
For COc1ccccc1NS(=O)(=O)c1cc(NC(=O)Nc2ccccc2)ccc1N1CCCCC1 the results were TDP1 cell CPT 18.4µM*, TDP1 inh 0.0% and DT40 TDP1 no CPT 18.4µM*.
Cc1ccc(C(=O)Nc2ccccc2Cl)cc1 was read as TDP1 cell CPT inconclusive and DT40 TDP1 no CPT inconclusive.
`CCOC(=O)c1cn(-c2ccccc2)nc1-c1ccncc1` gave TDP1 cell CPT -3.7%, TDP1 inh 4.1% and DT40 TDP1 no CPT 1.7%.
For COc1ccc(CN2C(=O)CN(S(C)(=O)=O)CC2(C)C(=O)Nc2c(C)cccc2C)cc1 (stereo not drawn) the results were TDP1 cell CPT 7.7% and DT40 TDP1 no CPT 20.4%.
Screening CN(CC(=O)Nn1cnnc1)S(=O)(=O)c1ccccc1 returned TDP1 cell CPT -3.0%, TDP1 inh -2.3% and DT40 TDP1 no CPT 1.1%.
For COc1ccc(C(=O)NCc2nnc(SCC(=O)c3ccc(F)cc3)n2C)cc1OC the results were TDP1 cell CPT -16.1%, TDP1 inh 5.3% and DT40 TDP1 no CPT -24.2%.
`COc1cc(C(=O)OCC(=O)NCc2ccc(F)cc2)cc(NC(=O)c2cccs2)c1OC` gave TDP1 cell CPT inconclusive, TDP1 inh -5.5% and DT40 TDP1 no CPT inconclusive.
O=C(Cn1cccc1C(=O)c1ccccc1)NCCCN1CCOCC1 was read as TDP1 cell CPT -24.6%, TDP1 inh 6.9% and DT40 TDP1 no CPT -16.2%.
Cc1cc(NS(=O)(=O)c2ccc(NC(=O)/C=C/c3ccc(C)o3)cc2)nc(C)n1 was read as TDP1 cell CPT 14.6µM*, TDP1 inh -13.5% and DT40 TDP1 no CPT 18.4µM*.
Cc1ccccc1C(=O)c1cccn1CC(=O)N1CCCCCC1 was read as TDP1 cell CPT -23.7%, TDP1 inh -7.3% and DT40 TDP1 no CPT inconclusive.
`CCc1cccc(C)c1NC(=O)CSc1nnc(CCCOc2ccc(Cl)cc2Cl)n1C` gave TDP1 cell CPT 23.1µM*, TDP1 inh 0.0% and DT40 TDP1 no CPT 14.6µM*.
FC(F)(F)c1cc(Cl)c2nc(-c3ccccc3)c(Cc3ccccc3)n2c1 was read as TDP1 cell CPT -20.9% and DT40 TDP1 no CPT 2.8%.
Screening O=C(NNc1nc2cc3c(cc2s1)OCO3)c1ccc(F)cc1 returned TDP1 cell CPT -21.3%, TDP1 inh -1.3% and DT40 TDP1 no CPT -15.8%.
Cc1cccc(NC(=O)Cc2noc3ccccc23)c1C was read as TDP1 cell CPT 6.9%, TDP1 inh -1.3% and DT40 TDP1 no CPT 0.6%.
`CCN(Cc1ccccc1)S(=O)(=O)c1ccc(C(=O)N(CCCN(C)C)c2nc3ccc(F)cc3s2)cc1` gave TDP1 cell CPT inconclusive, TDP1 inh 9.8% and DT40 TDP1 no CPT -7.4%.
For CN1CCN(C(=O)C2=C[C@@H](c3ccc(C(F)(F)F)cc3)C[C@@H](OCCCCO)O2)CC1 the results were TDP1 cell CPT 1.8%, TDP1 inh 2.6% and DT40 TDP1 no CPT -9.3%.
Screening COc1ccc(OC)c(CNC(=O)Cc2c(C(=O)O)[nH]c3ccc(Cl)cc23)c1 returned TDP1 cell CPT -17.4%, TDP1 inh 2.5% and DT40 TDP1 no CPT inconclusive.
`O=C(NC(=S)Nc1ccc(N2CCOCC2)cc1)c1cccc([N+](=O)[O-])c1` gave TDP1 cell CPT -21.2%, TDP1 inh -1.2% and DT40 TDP1 no CPT -21.3%.
O=C(CN1CCN(c2ccc(F)cc2)CC1)Nc1ccccc1C(=O)NCCc1ccccc1 was read as TDP1 cell CPT inconclusive, TDP1 inh 4.6% and DT40 TDP1 no CPT 16.4µM*.
Screening Cc1nnc2c(N3CCN(c4ccccc4F)CC3)nc3ccccc3n12 returned TDP1 cell CPT -0.5%, TDP1 inh -1.3% and DT40 TDP1 no CPT -5.5%.
Screening CN1CCC(=C2c3ccccc3C=Cc3ccccc32)CC1 returned TDP1 cell CPT 29.9µM*!, TDP1 inh 5.8% and DT40 TDP1 no CPT 26.6µM*!.
Screening O=C(Nc1cccc(/C=C/c2ccccn2)c1)c1ccc(-n2cncn2)cc1 returned TDP1 cell CPT inconclusive, TDP1 inh -0.3% and DT40 TDP1 no CPT inconclusive.
`Cn1c(=O)n(C)c2cc(/C=C(/C#N)C(=O)NCc3ccco3)ccc21` gave TDP1 cell CPT -24.6%, TDP1 inh 4.8% and DT40 TDP1 no CPT inconclusive.
`Cc1cccc(CN2CCc3c([nH]c4ccccc34)C2CC(C)C)n1` (stereo not drawn) gave TDP1 cell CPT 2.3%, TDP1 inh 5.3% and DT40 TDP1 no CPT -105.8%.
`COCCCNC(=S)N1CCN(C(=O)C(=O)Nc2ccc(C(=O)OC)cc2)CC1` gave TDP1 cell CPT -0.1%, TDP1 inh -0.6% and DT40 TDP1 no CPT -9.4%.
For CCOC(=O)N1CCC(Nc2ccc3nnc(-c4ccccc4)n3n2)CC1 the results were TDP1 cell CPT inconclusive, TDP1 inh 2.6% and DT40 TDP1 no CPT inconclusive.
For O=C(COC(=O)/C=C/c1ccc(OC(F)F)cc1)NC1CCCCCC1 the results were TDP1 cell CPT -1.4%, TDP1 inh -0.3% and DT40 TDP1 no CPT -29.6%.
COc1ccc(C(=O)Nc2cc(OC)c(NC(=O)Nc3ccccc3)cc2OC)cc1 was read as TDP1 cell CPT inconclusive and DT40 TDP1 no CPT 18.4µM*.
For CN1CCN(c2c(/C=N/O)c3ccccc3n2C)CC1 the results were TDP1 cell CPT 6.3% and DT40 TDP1 no CPT -24.8%.
For COc1ccc(-c2cn3cccnc3n2)cc1NC(=O)Cc1ccccc1 the results were TDP1 cell CPT -27.0%, TDP1 inh 5.5% and DT40 TDP1 no CPT inconclusive.
`Cc1cc(C(=O)N2CCC(C(=O)O)CC2)c(C)o1` gave TDP1 cell CPT 4.3%, TDP1 inh 5.1% and DT40 TDP1 no CPT -0.1%.
Screening COC(=O)NNC(=S)Nc1cc(OC)ccc1OC returned TDP1 cell CPT -3.8%, TDP1 inh 6.0% and DT40 TDP1 no CPT -1.2%.
Cc1nc(Cl)sc1C(=O)Nc1ccc(C(C)(C)C)cc1 was read as TDP1 cell CPT -9.6%, TDP1 inh 2.7% and DT40 TDP1 no CPT inconclusive.
Screening COc1ccccc1Nc1nc(N2CCOCC2)nc(N2CCOCC2)n1 returned TDP1 cell CPT inconclusive, TDP1 inh 1.2% and DT40 TDP1 no CPT inconclusive.
`O=Cc1cn(-c2ccccc2)nc1-c1cc2cc(O)ccc2oc1=O` gave TDP1 cell CPT -37.5%, TDP1 inh -8.8% and DT40 TDP1 no CPT -7.0%.
Screening Cc1csc2ncc(C(=O)Nc3ccon3)c(=O)n12 returned TDP1 cell CPT 4.4%, TDP1 inh 0.0% and DT40 TDP1 no CPT -2.4%.
`COCCN(C(=O)COC(=O)Cc1c[nH]c2ccccc12)c1c(N)n(Cc2ccccc2)c(=O)[nH]c1=O` gave TDP1 cell CPT 11.7%, TDP1 inh 0.9% and DT40 TDP1 no CPT -0.4%.
Screening COC(=O)C1=C(C(=O)OC)[C@@H]2N(Cc3ccccc3)c3ccccc3[C@@]23C[C@@H](C(=O)OC)N(C(=O)NC(C)(C)C)C3=N1 returned TDP1 cell CPT inconclusive and DT40 TDP1 no CPT -18.9%.
Screening O=C(CS(=O)(=O)Cc1ccccc1)NCCc1ccc(F)cc1 returned TDP1 cell CPT 1.0%, TDP1 inh 3.4% and DT40 TDP1 no CPT 17.9%.
`C=C(C)CN1C(=O)c2ccccc2C1=O` gave TDP1 cell CPT 2.9%, TDP1 inh 1.0% and DT40 TDP1 no CPT -1.7%.
O=C(CSc1nnc(-c2ccco2)n1CC1CCCO1)c1ccc(F)cc1 (stereo not drawn) was read as TDP1 cell CPT 18.4µM*, TDP1 inh 1.1% and DT40 TDP1 no CPT 20.6µM*.
Cc1cc(C)cc(NC(=O)CS(=O)(=O)c2cccc3nsnc23)c1 was read as TDP1 cell CPT -6.2%, TDP1 inh 6.1% and DT40 TDP1 no CPT -16.7%.
Screening COc1ccc(C(C(=O)NC2CCCC2)N(C(=O)c2ccco2)c2ccc3c(c2)OCO3)cc1OC (stereo not drawn) returned TDP1 cell CPT -6.1%, TDP1 inh -4.8% and DT40 TDP1 no CPT -7.9%.
Screening O=C(/C=C/c1cc2c(cc1Br)OCO2)NCc1ccc(Cl)cc1 returned TDP1 cell CPT -12.0%, TDP1 inh 4.0% and DT40 TDP1 no CPT -13.7%.
Screening CN(Cc1ccccc1F)c1ccc(S(=O)(=O)N2CCCC2)cn1 returned TDP1 cell CPT -8.6%, TDP1 inh 0.0% and DT40 TDP1 no CPT -25.6%.
Screening Cc1ccc(SCC(=O)OCC(=O)NCCCc2ccccc2)cc1 returned TDP1 cell CPT -1.7%, TDP1 inh -1.9% and DT40 TDP1 no CPT -17.2%.
For COc1ccc(NC(=O)CSc2nnc(-c3cccnc3)n2Cc2ccco2)c(OC)c1 the results were TDP1 cell CPT 6.8%, TDP1 inh 2.1% and DT40 TDP1 no CPT -19.7%.
COC1=CC(=O)OC12CCCCC2 was read as TDP1 cell CPT 2.4%, TDP1 inh -4.2% and DT40 TDP1 no CPT 1.2%.
Screening Cc1cc(C)c(NC(=O)NC(=O)c2cccc(F)c2)c(C)n1 returned TDP1 cell CPT -12.8%, TDP1 inh 1.0% and DT40 TDP1 no CPT -13.6%.
Screening CCN(CC)C(=O)Cn1c(=O)n(Cc2ccc(C(=O)NCc3ccccc3Cl)cc2)c(=O)c2ccccc21 returned TDP1 cell CPT -3.4%, TDP1 inh 0.0% and DT40 TDP1 no CPT -16.2%.
Screening Cc1cc(C)c2oc(C(=O)NCc3ccccc3)cc(=O)c2c1 returned TDP1 cell CPT -18.7% and DT40 TDP1 no CPT -1.7%.
For COc1ccc(NC(=O)CCn2nc(-c3ccc(Cl)cc3)c3ccccc3c2=O)cc1 the results were TDP1 cell CPT -13.4%, TDP1 inh -2.1% and DT40 TDP1 no CPT -7.9%.
Cc1cccc(NC(=O)CNC(=O)CN2C(=O)NC(C)(CCC(C)C)C2=O)c1C (stereo not drawn) was read as TDP1 cell CPT inconclusive and DT40 TDP1 no CPT -22.7%.
`Oc1c(C(c2ccc(Cl)cc2Cl)N2CCN(c3ccccc3)CC2)sc2nc(-c3ccco3)nn12` (stereo not drawn) gave TDP1 cell CPT inconclusive, TDP1 inh 2.6% and DT40 TDP1 no CPT inconclusive.
For CCn1c(SCC(=O)Nc2nc(C)c(C)s2)nnc1-c1cccs1 the results were TDP1 cell CPT -6.4%, TDP1 inh 1.1% and DT40 TDP1 no CPT -26.0%.
For CSCC[C@H](N)C(=O)N1CCC(C(=O)N[C@H](C)C(=O)NC(C)c2ccccc2)CC1 (stereo partly drawn) the results were TDP1 cell CPT 20.9% and DT40 TDP1 no CPT 0.8%.

Rows were taken by chance; overall some 18% were active at least once.
